# IDE cell inh = inhibitors of human insulin-degrading enzyme in cells. P14735. HEK cells, FAbetaB cleavage, fluorescence polarization. inhibition, % at 5.59 µM. 320,000 compounds, 0.41% hits;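 active = percent inhibition above the average of all tested compounds plus 3 SD, set per screening campaign, cut at about 16% in these data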;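 also: IDE supplied by intact live HEK cells; FP after avidin binding of uncleaved biotin substrate so inhibition keeps polarization high; 0% = DMSO wells and 100% = 60 µM reference IDE inhibitor Ii1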
# SUMO HTRF inh = inhibitors of human SUMOylation (UBC9). P63279. HTRF SUMOylation assay, SAE1/SAE2 + UBC9, in vitro. inhibition, % at 35 µM. 290,000 compounds, 0.36% hits; in the data active = inhibition above about 50%, passing the limit was not always enough; also: strong numbers were not always called active
# Target sequence (P63279 whole entry, looked up): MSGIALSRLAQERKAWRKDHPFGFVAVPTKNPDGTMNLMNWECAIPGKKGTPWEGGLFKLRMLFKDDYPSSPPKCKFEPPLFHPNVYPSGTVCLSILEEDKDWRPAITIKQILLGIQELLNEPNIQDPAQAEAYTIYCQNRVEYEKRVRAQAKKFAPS
# GalR3 antag = blocks the human galanin receptor 3; O60755; HEK293 GalR3-CNG cAMP membrane potential fluorescence; galR3 body fused to GalR1 C-terminus; inhibition, % at 3 µM; 360,000 compounds, 0.44% hits;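 active = inhibition above the screen-wide average plus 3 SD, cut at about 13% in these data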;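 also: forskolin and galanin both at EC90 stimulate the cells; cAMP rise reported by CNG channel membrane potential dye signal; 0% = forskolin plus galanin with DMSO and 100% = forskolin alone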
# Target sequence (O60755 1-299 limits assumed): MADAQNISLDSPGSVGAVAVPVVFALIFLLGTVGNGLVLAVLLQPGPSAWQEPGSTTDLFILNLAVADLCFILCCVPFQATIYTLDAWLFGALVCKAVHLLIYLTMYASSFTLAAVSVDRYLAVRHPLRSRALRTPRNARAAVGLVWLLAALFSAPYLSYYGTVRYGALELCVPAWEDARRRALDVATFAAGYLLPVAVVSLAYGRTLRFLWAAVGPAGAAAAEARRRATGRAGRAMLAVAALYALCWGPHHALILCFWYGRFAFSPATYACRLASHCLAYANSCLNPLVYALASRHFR
# HCV NS3 hel inh = HCV NS3 helicase inhibition; NS3 helicase DNA unwinding, Cy5 molecular beacon fluorescence; inhibition, % at 10.9 µM; 290,000 compounds, 0.56% hits; AID 1800;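 active = inhibition above the mean of all tested compounds plus 3 SD, set per campaign, cut at about 35% in these data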;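 also: 0% = DMSO wells and 100% = thioflavine S control wells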
#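 Control set: DMSO versus 110 µM thioflavine S; Material: NS3 helicase fragment of HCV; Measured by: Cy5 fluorescence at 0 and 60 min, beacon hairpin quenching; Read-out basis: percent inhibition from t60/t0 fluorescence ratio; Times: reaction time 60 min, 25 °C; Repeats: single replicate; Compound dosing: single dose, 10.9 µM nominal final, DMSO 0.8% final.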
# p-CIP stab down = compounds decreasing mouse p/CIP protein stability | F442A p/CIP-EGFP cells, EGFP fluorescence, 16 h | Q05BA5 | decrease of EGFP signal, % at 10 µM | 290,000 compounds, 0.01% hits;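 active = EGFP signal decrease of at least 30% at 10 µM or well 3 SD below plate mean, unless failing retest; inactive = the rest, including hits failing retest or dose response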; also: some compounds called inactive have numbers as strong as hits; many of its hits are not listed in these tables
# CRFBP-R2 block = blocks CRF-induced signaling of the CRF-BP/CRF-R2 complex. HEK293 CRF-R2/CRF-BP, CRF-induced calcium fluorescence. inhibition, % at 11.8 µM. 350,000 compounds, 0.59% hits. AID 588475;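 active = inhibition of the ligand-induced calcium signal above about 50% at the single tested concentration, limit read from the data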
# IDE act = IDE (human) activation, cell-based; activation, % at 5.96 µM; 340,000 compounds, 0.073% hits; P14735; HEK cells, FAbeta-B cleavage, fluorescence polarization; 0% vehicle, 100% cell-free pure enzyme wells;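 active = activation above the mean of all tested compounds plus 3 SD, set per screening campaign, cut at about 17% in these data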
# VIM-2 inh = inhibitors of Pseudomonas aeruginosa VIM-2 metallo-beta-lactamase; purified VIM-2, nitrocefin hydrolysis, epi-absorbance fluorescence; inhibition, % at 5.6 µM; 290,000 compounds, 0.89% hits;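 active = inhibition above the mean of all tested compounds plus 3 SD, cutoff set per screening run, cut at about 7.5% in these data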;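 also: red hydrolysis product quenches plate fluorescence so inhibitors raise well fluorescence; 0% = enzyme with DMSO and 100% = DMSO without enzyme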
# IMP-1 inhibitor = blocks Pseudomonas aeruginosa IMP-1 metallo-beta-lactamase; purified IMP-1, nitrocefin hydrolysis, epi-absorbance fluorescence; inhibition, % at 5.6 µM; 290,000 compounds, 0.45% hits;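 active = inhibition above the mean plus 3 SD of all compounds in the same screening run, cut at about 4.5% in these data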;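 also: 0% = IMP-1 with DMSO and 100% = DMSO wells lacking enzyme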
#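 Assay system: purified IMP-1; Quantity: IMP-1 0.2 nM before substrate addition; Medium: HEPES buffer pH 7.1 with ZnSO4 and Brij 35; Incubation: 15 min enzyme–compound preincubation, then 25 min nitrocefin reaction, 25 °C; Signal: fluorescence quenching readout, ex 480/em 530 nm; Controls: DMSO with and without IMP-1; Repeats: singlicate testing.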
# Active calls of the source: *; . = no result given. Hits appear at their usual frequency; about 3.2% have a hit in one of these screens.
# Below each compound: IDE cell inh, SUMO HTRF inh, GalR3 antag, HCV NS3 hel inh, p-CIP stab down, CRFBP-R2 block, IDE act, VIM-2 inh, IMP-1 inhibitor
> COc1ccccc1-n1cnnc1SCC(=O)Nc1cc(C(C)(C)C)nn1-c1ccccc1
→ 0, 8, -3, -15, -17, -2, 4, 0.8, -2.2
> CCOc1ccc(S(=O)(=O)Nc2cccc(C)c2)c2cccnc12
→ 4, 10, 6, 7, 25, -21, 6, -2.5, -1.1
> O=C(NCc1ccco1)c1cc2c(s1)CCCCC2
→ 2, 13, -4, 19, -14, 1, -8, -0.7, -1.4
> O=C(CSc1nnc(-c2ccco2)n1Cc1ccco1)Nc1ccccc1
→ 0, 10, -4, -3, 6, 8, 2, -1.7, -1.5
> O=C(CSc1nncs1)Nc1ccc(S(=O)(=O)N2CCCC2)cc1
→ 3, -2, -5, 2, 10, -25, -3, -0.4, -2.0
> COc1cc(C2NC(=O)NC(C)=C2C(=O)OCC2CCCCC2)ccc1O (stereo not drawn)
→ 0, 1, -11, -11, -5, -10, -4, -1.2, -1.7
> CCOC(=O)Cc1nnc(NC(=O)COc2ccc(OC)cc2)s1
→ 6, 10, 3, 4, 8, -25, 8, -2.9, -3.5
> O=C(NC(NCc1cccnc1)C(Cl)(Cl)Cl)c1cccc2ccccc12 (stereo not drawn)
→ -1, -6, -2, -3, -3, 5, 0, -0.6, 0.6
> Cc1nc2ccccc2n1CCC(=O)Nc1cccc(F)c1
→ -1, -8, 0, -7, -8, 3, 1, -2.1, -1.6
> Cc1cccc(C(=O)Nc2ccc3c(c2)C(=O)N(CC(C)C)C3=O)c1
→ 7, 8, -4, 6, -3, -2, -4, -2.6, -0.5
> Cc1occc1-c1nnc(SCC(=O)NC2CC2)n1C(C)C
→ 5, -9, -2, 14, -5, -1, 6, -1.9, 0.5
> Cc1ccc(C)c(SCc2noc(C(=O)NC(C)C)c2C(=O)O)c1
→ -6, 0, -4, 4, -5, 8, 4, -3.8, -2.3
> N#Cc1c(-c2ccccc2)[nH]c(=S)[nH]c1=O
→ -1, 0, 0, 5, 8, 0, 2, -4.3, -1.4
> CC(C)Oc1ccc(N2C(=O)c3ccccc3C2=O)cc1
→ 7, 10, -3, 0, -1, 35, -3, 0.1, 1.3
> Cc1ccc(S(=O)(=O)N2CCC(C(=O)NCC3CC3)CC2)cc1
→ -7, -15, -4, -2, 4, 9, 2, -0.7, -2.3
> COc1cccc(NC(=O)N2CCCC2C(=O)NCc2ccc(Cl)cc2)c1 (stereo not drawn)
→ 0, 17, -9, 1, -9, -2, 4, -1.7, -1.9
> CCOC(=O)C(=Nc1ccc(Cl)cc1)NO
→ -2, 5, 1, -1, 2, 5, 3, -1.2, -2.6
> O=S(=O)(N/N=C1/CCCc2ccccc21)c1ccc(Br)cc1
→ 5, 13, -8, -10, -5, 11, -7, -2.0, -1.7
> COc1ccc(OC)c(/C=N/Nc2nc(C)cc(=O)[nH]2)c1
→ 3, 21, -3, -3, 0, -4, 3, -1.6, -4.4
> N#CC1CCN(c2ncccc2[N+](=O)[O-])CC1
→ 2, 5, -4, 0, -10, 14, ., -3.1, -1.9
> O=C(O)c1cnn2c(-c3ccccc3)ccnc12
→ 0, 18, -9, 3, 6, 2, 5, -1.7, -0.6
> CCOC(=O)c1c(NC(=O)/C=C/C(=O)O)sc(C)c1-c1ccc(F)cc1
→ 8, 14, 2, 25, 8, -19, 1, 2.6, 3.7
> O=C(COC(=O)c1ccccn1)Nc1nc(-c2cccc([N+](=O)[O-])c2)cs1
→ 4, 31, -5, -3, -8, 6, 2, -2.1, -1.0
> O=C1C2C3c4ccccc4C(c4ccccc43)C2C(=O)N1/N=C/c1cccc(O)c1 (stereo not drawn)
→ 4, -4, -7, -1, -6, 15, 2, -2.4, -1.4
> COC(=O)c1c(NC(=O)Cn2cc([N+](=O)[O-])cn2)sc2c1CCC2
→ 3, 10, -4, -1, -11, 1, 1, -5.2, -2.8
> CCCNc1cc(=S)nc(N)[nH]1
→ 3, 20, -8, -7, -10, -10, -20, -4.8, -4.4
> Cc1cccc(CS(=O)(=O)c2ncc(Cl)c(C(=O)NCc3ccc4c(c3)OCO4)n2)c1
→ 10, 9, -9, 0, 6, 10, 1, 0.0, -0.6
> Cc1ncc(CCl)c2c1OC(C)(C)OC2
→ 0, -27, -5, -5, -1, 3, 6, -0.6, -2.7
> COc1ccc(OCc2cc(C(=O)N3CCCC(CO)C3)no2)c2ccccc12 (stereo not drawn)
→ -1, 12, -1, 10, -1, -13, 5, -2.6, -1.2
> Cc1cccc(NC(=O)c2ccc3c(=O)n(CC4CCCO4)c(=S)[nH]c3c2)c1 (stereo not drawn)
→ 5, 7, -3, -9, -15, 6, -1, -1.9, -0.5
> COc1ccccc1C(=O)NC(C(=O)NCCc1nc2ccccc2[nH]1)=C(C)C
→ -3, 2, -6, 4, 3, 4, 4, -0.1, -0.4
> c1ccc(-c2csc(NC3CCCCC3)n2)cc1
→ 6, -3, -9, -5, 20, -17, 3, -1.9, 0.3
> COc1ccc(-c2nc(CSCC(=O)N3CCC(C(N)=O)CC3)c(C)o2)cc1OC
→ 2, -5, -1, -5, 8, 6, 1, -0.5, -4.5
> O=C(Cc1cccs1)Nc1ccc([N+](=O)[O-])cc1
→ 1, -3, -5, 5, -4, 4, -2, -0.1, 1.1
> O=C(NNC(=S)Nc1ccccc1Cl)c1ccncc1
→ 0, 14, 7, -6, -11, 3, -5, -3.9, -3.5
> CCN(C(=O)CSc1ccc2ccccc2n1)C1CCCCC1
→ 0, ., -6, ., ., -5, -3, ., .
> Cc1nn(-c2ccccc2)c(C)c1/C=C/C(=O)OCC(=O)N(C)C1CCS(=O)(=O)C1 (stereo not drawn)
→ -7, 22, 5, 2, -16, -1, 6, 1.3, -0.3
> CCCC(c1nnnn1CS(=O)(=O)c1ccc(C)cc1)N1CCN(c2ccc(F)cc2)CC1 (stereo not drawn)
→ 2, -2, -2, -17, -5, 16, 2, -0.5, -8.4
> C=CCOc1ccc(/C=C2\SC(=S)N(NS(=O)(=O)c3ccc(C)cc3)C2=O)cc1
→ 3, 38, -13, 16, -2, 42, 2, -6.2, -3.8
> CC(=O)c1cnc(Nc2nc(C)c3ccccc3n2)nc1C
→ 0, 15, ., 8, -3, ., ., 0.7, -0.3
> COc1ccc(-c2cc(OC(=O)c3ccc(F)cc3)c3c(C)oc(C)c3c(=O)c2)cc1
→ 12, -15, ., 28, 1, ., ., -1.6, 4.9*
> Fc1cc(F)cc(-c2c(-c3ccccc3)ncc3ccc(F)cc23)c1
→ 2, ., -4, ., ., -4, -1, ., .
> COC(=O)c1nnn(CC(=O)NC(=O)Nc2c(C)cccc2C)c1C(=O)OC
→ 0, -7, 7, -7, 4, 5, 0, -2.6, -0.9
> O=C(NCc1ccccc1)c1ccc(CS(=O)(=O)Cc2ccc(F)cc2)o1
→ -3, 6, -8, 0, 1, -3, 9, -2.3, -2.1
> CC(C)c1nnc(NC(=O)CCS(=O)(=O)c2ccccc2)s1
→ 2, 16, -9, 7, -2, -4, 4, 1.3, -1.0
> CCCSc1oc(-c2ccco2)nc1S(=O)(=O)c1ccccc1
→ 5, -18, -5, 1, -4, -5, 0, -0.5, -0.7
> CC1CCCC(C)N1C(=O)COC(=O)c1cccc(S(=O)(=O)N(C)c2ccccc2)c1 (stereo not drawn)
→ 5, ., -9, ., ., 5, 7, ., .
> CC(C)[C@H](NC(=O)c1ccc(Cl)cc1Cl)C(=O)NNc1cccc(C(=O)O)c1
→ 0, ., -6, ., ., 22, 3, ., .
> O=C1CN(c2ccccc2Cl)C(=O)CN1c1ccccc1Cl
→ 3, -4, 1, 17, 16, 3, 4, 0.2, -2.4
> O=C(N[C@H]1C/C=C\C[C@@H](CC(=O)N(CCO)Cc2ccccc2)C(=O)N[C@H](Cc2c[nH]c3ccccc23)COC1=O)OCC1c2ccccc2-c2ccccc21
→ -1, ., -2, ., ., -6, -1, ., .
> O=C1CC(c2ccccc2)CN1C(=O)c1cncc(Br)c1 (stereo not drawn)
→ 9, 9, -1, 6, -13, 1, 0, -1.0, -2.4
> N#Cc1ccc(CSc2nnc(NC(=O)CN3C(=O)C4CC=CCC4C3=O)s2)cc1 (stereo not drawn)
→ 0, 11, 3, -16, -19, -10, -4, -2.1, -0.7
> CN(/N=C/c1ccncc1)C1=NCCN1
→ 9, -3, -12, 12, 4, -2, 2, -3.0, -3.9
> O=C(Nc1ccccn1)N1CCOCC1
→ -3, 2, -4, 0, -8, -9, 2, 2.0, -0.9
> CCCNC(=O)NCCC12CC3CC(CC(C3)C1)C2
→ 0, -1, -7, -6, 2, -31, -1, -3.3, -2.5
> CC(C)NC(=S)N/N=C/c1ccc(N2CCOCC2)cc1
→ 2, -21, -1, 3, 7, -1, -3, -3.3, -3.6
> CCOC(=O)c1cc([N+](=O)[O-])sc1N
→ 0, -8, -2, -1, 0, 3, 1, -1.3, -1.6
> Cc1ccc2nc(NC(=O)CS(=O)(=O)Cc3ccccc3)sc2c1
→ 1, 9, -5, 2, -7, -3, 1, -3.4, -3.2
> O=C(CSc1n[nH]c(-c2cccnc2)n1)Nc1ccccc1C(F)(F)F
→ 2, -7, -3, -5, 15, 3, -5, -1.1, -2.4

# Source: PubChem BioAssay
